Screens from PubChem BioAssay.
E-sel inducer: induces E-selectin expression in human endothelial cells; HUVEC E-selectin immunofluorescence imaging; normalized: neutral wells 0, TNF-alpha wells 100; 0.37% of 260,000 active; P16581; activation, % at 7.58 µM;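 active = mean E-selectin-positive cell signal at least 10% of the positive control, reached in at least 60% of replicates, without over 20% cell loss; inconclusive = no rule given, readout overlaps actives, possibly toxicity-flagged; inactive = the rest, including those meeting only one limit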;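 also: in these data hits start at about 27%; measured in HUVEC primary endothelial cells; signal is the percent of cells scored E-selectin positive by PE staining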
Target sequence (P16581 whole entry, looked up): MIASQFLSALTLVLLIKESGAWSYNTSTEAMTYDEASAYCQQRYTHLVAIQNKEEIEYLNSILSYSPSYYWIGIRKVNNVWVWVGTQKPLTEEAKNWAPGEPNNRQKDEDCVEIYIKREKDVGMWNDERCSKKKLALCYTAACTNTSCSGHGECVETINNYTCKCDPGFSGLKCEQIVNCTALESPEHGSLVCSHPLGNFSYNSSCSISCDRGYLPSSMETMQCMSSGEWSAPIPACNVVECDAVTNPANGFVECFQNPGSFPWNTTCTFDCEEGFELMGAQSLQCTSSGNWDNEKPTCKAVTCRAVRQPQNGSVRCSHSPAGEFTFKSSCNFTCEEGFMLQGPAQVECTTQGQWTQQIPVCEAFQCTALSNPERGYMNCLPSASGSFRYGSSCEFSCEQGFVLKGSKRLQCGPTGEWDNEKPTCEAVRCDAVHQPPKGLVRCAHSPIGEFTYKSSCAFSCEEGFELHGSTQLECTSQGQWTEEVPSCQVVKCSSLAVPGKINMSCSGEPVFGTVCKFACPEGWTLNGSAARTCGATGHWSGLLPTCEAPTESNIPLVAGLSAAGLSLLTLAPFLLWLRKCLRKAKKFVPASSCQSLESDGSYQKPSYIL
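Read-out basis: % PE-positive cells; Test system: HUVEC primary endothelial cells; Technique: immunofluorescence imaging; Dosing: single-point compound dose.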
PglD DTNB: PglD (C. jejuni) enzyme inhibition. 0.098% of 360,000 active. purified PglD enzyme, DTNB colorimetric CoA detection. inhibition, % at 12.5 µM; in the data active = inhibition above about 16%, passing the limit was not always enough; inconclusive = no clear call, values can overlap the other calls; also: strong numbers were not always called active
ERAP1 inh: inhibitors of human ERAP1 aminopeptidase. recombinant ERAP1, Leu-AMC fluorescence, 60 min. Q9NZ08. AID 652197. 0.15% of 340,000 active. inhibition, % at 10.7 µM;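 active = mean replicate inhibition of at least 30%, or all replicates individually reaching that 30% level; inactive = mean below 30% and not every replicate reaching it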;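 also: 0% = neutral control wells and 100% = L-leucinethiol positive control wells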
Cneo AK release: causes C. neoformans cell lysis. adenylate kinase release luminescence, 4 h; normalised: neutral wells 0, clomiphene wells 100. lysis activity, % at 15 µM. 0.2% of 360,000 active;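 active = mean lysis activity across replicates of at least 80%, whatever share of replicates individually reach that level; inactive = mean lysis activity below 80%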
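read-out = cell lysis signal | test system = log-phase Cryptococcus neoformans yeast cells | input = cells at 5 × 10^6 per mL | medium = fresh YPD growth medium | signal = luminescent adenylate kinase detection reagent | timing = 4 h at 37 °C static, read 1 h later | dosing = single dose | controls = Clomiphene as positive lysis control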
RAD54 branch: RAD54 (human) branch migration inhibition | Q92698 | RAD54 Holliday junction branch migration, FAM/BHQ fluorescence | inhibition, % at 10.4 µM | 0.14% of 360,000 active | AID 602329;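 active = mean normalized replicate activity at least 40 and at least half of replicates scoring 40 or more; inconclusive = only one of the two criteria met; inactive = mean below 40 and under half of replicates reaching 40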;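 also: 0% = median of neutral control wells and 100% = median of positive control wells; inhibitors cause a drop in the FAM fluorescence signal; in these data hits start at about 50%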
PGC1a acetyl inh: modulators of PGC1a acetylation. inhibition, % at 15.6 µM. U2OS PGC1a acetylation, AlphaScreen anti-acetyl-lysine; with virally co-expressed GCN5 acetyltransferase. AID 651687. 0.17% of 350,000 active;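 active = every replicate shows inhibition of at least 40%; inconclusive = mean inhibition at least 40% but some replicate below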;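 also: 0% = neutral control wells and 100% = positive control wells; some results beyond the cut were filed as inactive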
miR122 inh: blocks miR-122 activity in Huh7 sensor cells. Huh7 miR-122 Renilla luciferase sensor, 48 h; neutral wells = 0, positive control = 100. activation (reporter increase), % at 12.5 µM. 0.3% of 340,000 active;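 active = mean replicate activation score at least 90 and every replicate individually at or above 90; inconclusive = only one of the two criteria met; inactive = neither criterion met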;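 also: higher luciferase means less miR-122 activity so hits act as miR-122 inhibitors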
RAD52 anneal inh: inhibitors of human RAD52 DNA annealing; recombinant RAD52 DNA annealing, FRET fluorescence; AID 651710; 0.46% of 360,000 active; inhibition, % at 18.7 µM; P43351;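 active = every replicate showing at least 50% inhibition; inconclusive = mean inhibition at least 50% but not in every replicate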
Target sequence (P43351 whole entry, looked up): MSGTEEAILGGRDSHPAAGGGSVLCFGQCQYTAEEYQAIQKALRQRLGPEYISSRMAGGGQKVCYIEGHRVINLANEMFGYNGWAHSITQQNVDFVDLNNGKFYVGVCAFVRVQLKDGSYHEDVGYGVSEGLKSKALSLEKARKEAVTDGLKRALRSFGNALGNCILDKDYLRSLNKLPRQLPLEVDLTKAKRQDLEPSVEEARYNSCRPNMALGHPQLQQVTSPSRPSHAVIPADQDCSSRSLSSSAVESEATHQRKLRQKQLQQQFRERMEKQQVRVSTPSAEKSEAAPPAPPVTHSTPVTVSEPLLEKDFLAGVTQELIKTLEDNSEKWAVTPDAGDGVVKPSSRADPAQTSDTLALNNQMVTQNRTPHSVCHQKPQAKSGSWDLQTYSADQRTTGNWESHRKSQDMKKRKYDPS
The depositor's hits bear a star; ? = inconclusive; / = not tested or not shown; & = joins results of further samples; [ ] = remark or other dose.

Values in the order – E-sel inducer	RAD52 anneal inh	PglD DTNB	ERAP1 inh	PGC1a acetyl inh	miR122 inh	RAD54 branch	Cneo AK release
> Cc1cccc(C(=O)N/C(=C\c2ccco2)C(=O)N2CCCCCC2)c1
→ /	-28	-4	2	-9	3	2	1
> CN(CCOc1ccc(Cl)cc1)C(=O)c1cccc(S(=O)(=O)N2CCN(c3ccccc3)CC2)c1
→ -1.2	-79	4	-2	/	/	10	-1
> CCOC(=O)c1csc(N/N=C2\CCc3ccccc32)n1
→ /	-20	6	-4	-5	/	3	0
> Cc1nnc(SCC(=O)Nc2ccc3c4c(cccc24)CC3)n1C
→ /	-18	5	4	/	/	-1	-3
> CC(=O)Nc1ccc2nc(NC(=O)COc3cccc(C)c3)sc2c1
→ 4.7	-13	6	-5	-4	0	-1	12
> COc1cc2c(cc1OC)C1=NC(=O)CN1C(SCc1ccccc1)=N2
→ /	/	4	/	-1	-1	-2	-2
> O=S(=O)(c1ccc2c(c1)CCN2)N1CCOCC1
→ -1.2	-34	1	2	/	/	-1	1
> COc1ccc(C2(C(=O)Nc3c(C)n(C)n(-c4ccccc4)c3=O)CCCC2)cc1OC
→ /	/	2	/	2	-2	5	2
> Cc1cc([N+](=O)[O-])cnc1N1CCOCC1
→ 0.8	-11	2	-1	/	-12	-14	-2
> C[C@H](CO)N1C[C@H](C)[C@@H](CN(C)S(=O)(=O)c2ccc(F)cc2)Oc2ccc(NS(=O)(=O)c3ccccc3)cc2C1=O
→ 0.3&2.9	-23	-98	1	1	2	-9	0
> CC(C)NC(=O)Nc1cccc2c1O[C@H](CN(C)S(=O)(=O)c1ccc(Cl)cc1)[C@H](C)CN([C@@H](C)CO)C2=O
→ -14	2	-1	-2	-7	-6[16.7 µM]	-3	-1
> O=C(Nc1nnc(SCC(=O)N2CCCCC2)s1)c1c(F)cccc1F
→ /	-18	1	-3	5	-5	13	-2
> Cc1cc(C)c2c(n1)sc1c(N3CCN(CCO)CC3)ncnc12
→ /	/	-5	/	11	-1	29	-4
> O=C1CCc2cc(S(=O)(=O)N3CCN(C(=O)c4ccco4)CC3)ccc2N1
→ /	/	-7	/	18	-2	1	3
> CC(NC(=O)COc1ccc(Oc2ccccc2)cc1)C(=O)O (stereo not given)
→ /	/	1	/	14	-7	-6	1
> COCC(=O)N1[C@H](C#N)[C@H](c2ccccc2-c2cccc(C)c2)[C@H]1CO
→ 0.2	-7	/	0	-2	/	/	/
> C[C@H](CO)N1C[C@H](C)[C@@H](CN(C)C(=O)Nc2ccc3c(c2)OCO3)OCCCC[C@H](C)Oc2ccc(NC(=O)Nc3ccc(C(F)(F)F)cc3)cc2C1=O
→ 3.8	-8	-5	0	-1	-6[16.7 µM]	9	1
> Cc1n[nH]c(C)c1C(=O)CC1(O)C(=O)N(CCc2ccccc2)c2ccc(Cl)cc21 (stereo not given)
→ /	/	-3	/	-8	18	-10	-1
> COc1ccc(NC(=O)C(=O)Nc2cccc3cccnc23)c(OC)c1
→ 0.0	-10	-1	0	/	-3	7	1
> COc1ccc(CCn2nnnc2C(c2ccccc2)N2CCN(C)CC2)cc1OC (stereo not given)
→ /	/	3	/	-2	-3	-22	-2
> COc1ccc(CN(C)C[C@H]2OCCCC[C@H](C)Oc3ccc(NS(=O)(=O)c4c(C)noc4C)cc3C(=O)N([C@H](C)CO)C[C@H]2C)cc1
→ 1.3	/	-2	/	8	3[16.7 µM]	-10	2
> CO[C@H]1CN(C)C(=O)c2ccc(NC(=O)CC(F)(F)F)cc2OC[C@@H](C)N(C(=O)c2ccccc2F)C[C@@H]1C
→ -0.1	-53	/	3	6	/	/	/
> O=C(c1ccc(F)cc1F)C1CCN(c2ccc([N+](=O)[O-])cn2)CC1
→ /	-26	-7	/	-16	-13	-6	0
> CC=Cc1ccc2n(c1=O)C[C@@H]1[C@@H](CO)[C@H](C(=O)NCC3CC3)N(C(C)=O)[C@H]21 (mixture of isomers)
→ -0.1	-4	/	4	3	/	/	/
> CCCCOc1ccc(C2(C(=O)O)CCCC2)cc1
→ /	/	1	/	-8	5	-3	1
> c1ccc(SCc2nc(-c3ccncc3)no2)cc1
→ /	-6	-4	-1	-4	-1	-8	-2
> C/C(=N\O)C(C)(C)Nc1ccccc1F
→ -0.4	-1	/	1	9	-1	/	/
> Cc1ccc(S(=O)(=O)N(C)C[C@@H]2OCCCC[C@@H](C)Oc3ccc(NS(=O)(=O)c4c(C)noc4C)cc3C(=O)N([C@H](C)CO)C[C@@H]2C)cc1
→ -0.2	-119&-26	-9&4	-2	4	-9	-10&6	1&43
> O=C(O)CCC(=O)N1CCc2cc(S(=O)(=O)N(CCc3ccccc3)Cc3ccccc3)ccc21
→ /	/	-3	/	-6	13	3	0
> CCO[C@H]1OC(C(=O)NCc2ccccc2)=C[C@@H](c2cn(C(C)=O)c3ccccc23)[C@@H]1CCCO
→ 0.3	4&-8	0&-2	4&-5	-18&-3	-3	-4&3	5&-2
> O=C1CN(C(=O)c2cc([N+](=O)[O-])ccc2Cl)C(c2ccc(F)cc2)c2cc(F)ccc2N1 (stereo not given)
→ /	/	-1	/	2	-2	1	/
> CC(C)CCNC(=O)C1CCCN(S(=O)(=O)c2ccc(-n3cnnn3)cc2)C1 (stereo not given)
→ 1.2	-8	-7	-4	0	-3	6	7
> C[C@H](CO)N1C[C@H](C)[C@@H](CN(C)Cc2ccc(C(=O)Nc3ccccc3N)cc2)Oc2c(NS(=O)(=O)c3ccc(Cl)cc3)cccc2C1=O
→ -1.9	20	/	1	-2	/	/	/
> COCCOC(=O)c1[nH]c2c(c1C)C(=O)C(C(=O)OC)C(C)C2 (stereo not given)
→ 0.2	0	4	4	4	-9	3	-16
> C[C@@H]1CCCCO[C@H](CN(C)Cc2ccccc2)[C@H](C)CN([C@@H](C)CO)C(=O)c2cc(N(C)C)ccc2O1
→ 0.2	22	0	-1	-3	-8[16.7 µM]	-8	1
> Clc1ccc(OCc2nc(-c3ccccn3)n[nH]2)cc1
→ /	/	3	/	17	-5	-2	-1
> COc1ccc(CCNC(=O)Cc2ccccc2)cc1OC
→ -0.1	-7	-5	-2	-7	-9	-1	0
> COc1ccccc1NC(=O)N1CCC(C(=O)c2ccc(F)cc2)CC1
→ /	/	5	/	3	-6	6	0
> NC(=O)N/N=C1\CCS(=O)(=O)c2ccc(F)cc21
→ -0.1	-14	4	6	5	-7	3	2
> CCOc1ccc(C(C)NC(=S)NC2CCCCC2)cc1 (stereo not given)
→ 20	0	0	2	/	7	5	0
> COc1ccc(OC(C)C(=O)N(C)Cc2nc(-c3ccc(C)cc3)no2)cc1 (stereo not given)
→ /	-19	-4	0	/	/	16	11
> Cc1ccc(C)n1-c1sc2c(c1C(=O)O)CCCC2
→ -0.6	-32	/	-3	4	/	/	/
> Cc1ccc(S(=O)(=O)N2[C@@H](c3cccc(Cl)c3)C(C(=O)O)=CC[C@H]2c2cccc(Cl)c2)cc1
→ 0.2	-10	4	1	/	/	15	-5
> O=[N+]([O-])c1ccc(Nc2ccc(F)cc2)cc1
→ /	-11	-3	-2	-6	-4	0	-2
> CCCC(=O)Nc1ccc2c(c1)C(=O)N(C)C[C@@H](OC)[C@H](C)CN(C(=O)C1CCCC1)[C@@H](C)CO2
→ -0.2	9	0	0	-12	/	-4	-2
> COc1cccc(OC)c1C(=O)NN1CCCCC1
→ /	-15	-2	-1	-5	-7	5	1
> CN1C(=O)OC(C)(C)C1=O
→ /	/	-3	/	-11	8	-10	-1
> C[C@@H]1CN([C@@H](C)CO)S(=O)(=O)c2ccc(C#CC(C)(C)O)cc2O[C@H]1CN(C)Cc1ccccc1
→ ?	18	-2	-2	2	4[16.7 µM]	-4	3
> COc1ccc(CN(C)C(=O)C23CC4CC(CC(C4)C2)C3)c(OC)c1
→ 0.0	0	-3	-6	/	/	-5	0
> CN(C)c1cc(C(F)(F)F)nc(-c2ccccn2)n1
→ 0.3	/	1	/	-7	-7	-5	-1
> Cc1noc(C)c1S(=O)(=O)Nc1ccc2c(c1)CC(=O)N([C@@H](C)CO)C[C@H](C)[C@H](CN(C)C(=O)NC(C)C)O2
→ 0.0	-10	2	6	-3	3[16.7 µM]	3	-2
> COc1ccc(Nc2nc(N)nc(COc3ccc(OC)cc3)n2)cc1
→ /	/	5	/	-9	-3	3	0
> CCn1cc(C(=O)N2CCN(c3ccccc3OC)CC2)c2cc(OC)c(OC)cc2c1=O
→ -0.2	-1	-3	-2	-7	-4	-6	0
> O=C(O)c1ccccc1-c1ccccc1C(=O)Nc1ccc2c(c1)C(=O)c1ccccc1-2
→ 1.0	-11	5	-2	10	-8	8	-1
> N#Cc1nc(Cc2ccccc2)oc1NCCCn1ccnc1
→ /	3	0	-5	3	1	0	0
> CC(C)C#Cc1cnc2c(c1)C(=O)N([C@@H](C)CO)C[C@H](C)[C@H](CN(C)C(=O)c1cnccn1)O2
→ -0.6	10	10	-7	-5	10[16.7 µM]	2	7
> Cc1noc(C)c1S(=O)(=O)N(C)C[C@@H]1OCCCC[C@@H](C)Oc2ccc(NC(=O)CCCN(C)C)cc2C(=O)N([C@H](C)CO)C[C@H]1C
→ -0.1	19	1	1	-4	1[16.7 µM]	6	-3
> Cc1ccc(C2=NOC(C)(c3nnc(-c4ccc(F)cc4)o3)C2)cc1 (stereo not given)
→ 1.1	-17	0	4	6	3	2	-1
> CO[C@@H]1CN(C)C(=O)c2ccc(NS(=O)(=O)C3CCCCC3)cc2OC[C@H](C)NC[C@H]1C
→ -0.2	-3	2	-1	-10	-14[16.7 µM]	2	-1
> CCCCN(C(=O)CSc1nncn1-c1ccccc1)c1c(N)n(Cc2ccccc2)c(=O)[nH]c1=O
→ /	-3	/	0	6	22	/	/

Later entries:
Values in the order – E-sel inducer	RAD52 anneal inh	PglD DTNB	ERAP1 inh	PGC1a acetyl inh	miR122 inh	RAD54 branch	Cneo AK release
> C[C@@H]1CN([C@@H](C)CO)C(=O)c2cc(NC(=O)CCC(F)(F)F)ccc2O[C@@H](C)CCCCO[C@H]1CN(C)C(=O)c1ccncc1
→ 0.3	/	2	/	2	1[16.7 µM]	4	1
> O=C1CCC([N+](=O)[O-])C(c2cccc(Cl)c2Cl)N1 (stereo not given)
→ /	/	-1	/	6	-8	-3	0
> Cc1cc(NS(=O)(=O)c2ccc(NC(=O)c3ccco3)cc2)no1
→ /	/	2	/	5	-5	-2	4
> O=C(CSc1nnc(-c2ccc(S(=O)(=O)N3CCCC3)cc2)o1)NCc1ccco1
→ /	/	6	/	-2	5	-2	-3
> COc1cc(NC(=O)COC(=O)c2[nH]c(C)c(C(C)=O)c2C)cc(OC)c1
→ 0.1	-8	3	-1	-9	/	-4	5
> COc1cccc(C#Cc2ccc3c(c2)O[C@H](CN(C)C(C)=O)[C@H](C)CN([C@@H](C)CO)S3(=O)=O)c1
→ 0.1	-14	-3	1	-8	34[16.7 µM]	-1	-9
> O=C(COc1ccc(Br)cc1)N(Cc1ccco1)C1CCS(=O)(=O)C1 (stereo not given)
→ /	-1	0	-2	-6	7	-6	-1
> O=C(C[C@H]1CC[C@H]2[C@@H](COC[C@@H](O)CN2Cc2ccccc2F)O1)N1CCc2ccccc2C1
→ 0.0	-13	0	4	-4	-4[16.7 µM]	-3	-5
> CCOC(=O)c1ccc(NC(=O)C2C3CCC(C3)C2C(=O)O)cc1 (stereo not given)
→ /	/	1	/	-2	-6	-11	0
> CCCCOc1ccc(C(=O)NCC(=O)NCC(c2ccc(OC)cc2)N2CCOCC2)cc1 (stereo not given)
→ /	-1	-7	-4	0	2	-7	-1
> O=C(c1cccc(F)c1)N1C[C@H]2[C@@H](c3ccccc31)[C@H](CO)N2C(=O)C1CCOCC1
→ -0.1	-7	-1	3	-12	-7[16.7 µM]	9	2
